Tb PFK inh: qHTS Assay to Find Inhibitors of T. brucei phosphofructokinase; ATP-dependent 6-phosphofructokinase (Trypanosoma brucei brucei), O15648; AID 485367, 2010; T. brucei PFK, ADP-Glo luminescence; Potency, µM (series often up to 57.5 µM), for inactives: at the highest dose activity, negative = inhibition, hits mostly inhibitors; actives 0.17% (n = 330,000);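 also: potency is read from the fitted curve at half-maximal effect; 0% = uninhibited 1x PFK enzyme wells and -100% = no-enzyme wells; nearly all actives have a fitted effect of over 60% in size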
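In TEA buffer at pH 8.0 with 5 mM MgCl2, enzyme (1.25 nM) converted F6P (0.5 mM) and ATP (0.1 mM) for 45 min at room temperature. ADP product was read by luciferase luminescence.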
ELG1 repair inh: qHTS screen for small molecules that inhibit ELG1-dependent DNA repair in human embryonic kidney (HEK293T) cells expressing luciferase-tagged ELG1; AID 504467, 2011; Potency, µM (titrated, usually from 46.1 µM), without a hit: at the highest dose activity change, negative = inhibition, usual class: inhibitors; actives 2.3% (n = 330,000); HEK293T ELG1-luciferase reporter, luminescence, 16 h; DNA damage induced by 5-fluorouridine; also: potency is read from the fitted curve at half-maximal effect; % is scaled to controls: 0 for no effect and ±100 for the full control effect; nearly all actives have a fitted effect of over 55% in size
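Step one: seed 2,000 cells per well. Step two: pin-transfer compound or DMSO alongside 5-fluorouridine. Step three: incubate 16 hr, 37 °C, 5% CO2. Step four: add ONE-Glo, wait 30 min, read luminescence.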
NPC1 promoter act: qHTS Assay for NPC1 Promoter Activators. Huh7 NPC1 promoter luciferase reporter, 24 h. Potency, µM (doses to about 9.22 µM), for the others: top-dose activation, hits mostly activators. actives 2.4% (n = 320,000). AID 485313, 2010;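 also: potency is read from the fitted curve at half-maximal effect; % of control where 0% means no effect; nearly all actives have a fitted effect of over 60% in size; reporter is driven by a mutant NPC1 promoter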
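Luciferase expression driven by the NPC1 promoter was measured in stably transfected Huh7 cells after a 24 h compound incubation, using a luciferase reagent and a luminescence read.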
Gal4-VP16 FLuc: VP16 counterscreen qHTS for inhibitors of ROR gamma transcriptional activity; actives 3.5% (n = 310,000); AID 2546, 2010; Drosophila S2 Gal4-VP16 UAS-luciferase, luminescence, 20 h; Potency, µM (titrated, usually from 53.6 µM), inactives show at the top dose activity, negative = inhibition, usual class: inhibitors;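 also: Gal4-VP16 expression switched on by copper sulfate through the metallothionein promoter; potency is read from the fitted curve at half-maximal effect; % is scaled to controls: 0 for no effect and ±100 for the full control effect; nearly all actives have a fitted effect of over 50% in size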
BRCA1 expr act: qHTS Assay to Identify Small Molecule Activators of BRCA1 Expression | MCF7-BRCA1-FFLuc reporter, luminescence, 48 h; response scale: scaled: vehicle 0%, 10 µM genistein 100% | actives 1.1% (n = 380,000) | Potency, µM (titrated, usually from 46.1 µM), for the others: at the highest dose activation, usual class: activators; also: potency is read from the fitted curve at half-maximal effect; nearly all actives have a fitted effect of over 80% in size; some results filed as inactive show a strong effect at the top dose
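MCF7 cells carrying a BRCA1-firefly luciferase reporter (2000 cells/well, phenol-red free MEM) were attached for 2 h at 37 °C, then given compounds for 48 h. Luminescence was read 15 min after luciferase reagent; activity normalized to genistein (10 microM) and DMSO.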
TRPV1 ag: HTS Assay for Compounds that Act as Agonists of the Vanilloid Receptor 1; Transient receptor potential cation channel subfamily V member 1 (Homo sapiens), Q8NER1; TRPV1-expressing cells, Fluo-8 calcium influx, agonist mode; activation, % at 8.33 µM; actives 0.19% (n = 320,000); in the data active = activation above about 80%; inconclusive = between about 30% and that limit; also: 0% is about no effect
Target sequence (Q8NER1 whole entry, looked up): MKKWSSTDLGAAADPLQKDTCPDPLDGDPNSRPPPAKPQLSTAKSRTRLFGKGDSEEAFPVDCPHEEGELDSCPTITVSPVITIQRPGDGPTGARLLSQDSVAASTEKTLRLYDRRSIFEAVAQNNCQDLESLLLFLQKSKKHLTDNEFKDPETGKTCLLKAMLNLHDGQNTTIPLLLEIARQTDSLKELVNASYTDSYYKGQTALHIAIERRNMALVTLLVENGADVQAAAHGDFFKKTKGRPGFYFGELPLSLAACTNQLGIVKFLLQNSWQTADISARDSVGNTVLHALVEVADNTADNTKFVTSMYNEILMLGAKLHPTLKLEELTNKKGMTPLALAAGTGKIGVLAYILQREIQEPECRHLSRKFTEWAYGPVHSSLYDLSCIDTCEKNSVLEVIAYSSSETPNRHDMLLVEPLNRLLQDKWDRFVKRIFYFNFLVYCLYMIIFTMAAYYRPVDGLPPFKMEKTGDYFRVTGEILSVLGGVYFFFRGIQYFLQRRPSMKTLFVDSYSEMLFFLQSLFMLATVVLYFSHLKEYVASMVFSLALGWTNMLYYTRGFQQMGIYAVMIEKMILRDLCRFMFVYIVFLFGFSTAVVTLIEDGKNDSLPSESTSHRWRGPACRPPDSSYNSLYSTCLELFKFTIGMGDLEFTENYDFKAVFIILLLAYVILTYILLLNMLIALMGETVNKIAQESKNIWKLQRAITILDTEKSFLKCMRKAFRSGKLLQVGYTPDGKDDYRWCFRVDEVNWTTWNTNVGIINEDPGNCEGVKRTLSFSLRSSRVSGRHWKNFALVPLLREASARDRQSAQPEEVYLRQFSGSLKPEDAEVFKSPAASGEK
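Fluo-8 calcium influx in TRPV1-expressing cells, kinetic read (ex 480/em 520 nm). Compound added and read 3 min for agonist activity, followed by capsaicin at EC20 final and 2 min further read for enhancement.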
FLuc counter: qHTS profiling assay for firefly luciferase inhibitor/activator using purifed enzyme and Km concentrations of substrates (counterscreen for miR-21 project). Luciferin 4-monooxygenase (Photinus pyralis), P08659. purified FLuc, Km substrates, luminescence inhibition. actives 6.9% (n = 360,000). Potency, µM (highest dose often 57.5 µM), for inactives: at the highest dose activity change, negative = inhibition, hits mostly inhibitors;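 also: potency is read from the fitted curve at half-maximal effect; plate controls were vehicle for no effect and reference inhibitor for full effect; nearly all actives have a fitted effect of over 55% in size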
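Biochemical qHTS of compounds, final roughly 60 µM downward over six points, against 10 nM purified firefly luciferase using Km concentrations of substrates (10 uM D-luciferin, 10 uM ATP) in Tris acetate pH 7.5 buffer; luminescence output.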
ELG1 genotoxic: qHTS screen for small molecules that induce genotoxicity in human embryonic kidney (HEK293T) cells expressing luciferase-tagged ELG1 | Potency, µM (doses to about 46 µM), for inactives: at the highest dose activity change, positive = activation, usual class: activators | HEK293T ELG1-luciferase reporter, luminescence, 16 h | AID 504466, 2011 | actives 1.3% (n = 330,000); also: potency is read from the fitted curve at half-maximal effect; % of control where 0% means no effect; nearly all actives have a fitted effect of over 60% in size
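Cells (2,000/well) expressing the ELG1-luciferase fusion are dosed by pin tool and kept 16 hr at 37 °C, 5% CO2. Signal comes from ONE-Glo luciferase reagent after 30 min at room temperature.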
p53 reactivator: qHTS assay for re-activators of p53 using a Luc reporter; Potency, µM (series often up to 92.2 µM), for inactives: at the top dose activity change, positive = activation, hits mostly activators; actives 0.063% (n = 320,000); AID 504706, 2011; H1299 p53-A138V BP100-luciferase reporter, luminescence, 24 h; also: potency is read from the fitted curve at half-maximal effect; % of control where 0% means no effect; nearly all actives have a fitted effect of over 45% in size
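H1299 (p53-null), stable ts p53-A138V + BP100-Luc; 1000 cells/well, Opti-MEM/10% FBS; cpd 4 pt, 1:5; 24 h, 37 deg C, 5% CO2; detection reagent 10 min RT; luminescence.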
RORgamma inh: qHTS for inhibitors of ROR gamma transcriptional activity. Nuclear receptor ROR-gamma (Mus musculus), P51450. Drosophila S2 Gal4-RORgamma UAS-luciferase reporter, 20 h. Potency, µM (doses to about 53.6 µM), inactives show at the highest dose activity change, negative = inhibition, actives largely listed as inhibitors. actives 5.4% (n = 310,000). AID 2551, 2010; also: potency is read from the fitted curve at half-maximal effect; % is scaled to controls: 0 for no effect and ±100 for the full control effect; nearly all actives have a fitted effect of over 60% in size
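Stably transfected Drosophila Schneider cells are the test system, with ROR gamma fused to Gal4 and luciferase under UAS control; luminescence is read after 20 hr of 700 uM copper sulfate induction at ambient temperature.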
Rab9 promoter act: qHTS Assay for Rab9 Promoter Activators. Potency, µM (doses to about 9.22 µM), for inactives: top-dose activation, negative = inhibition, usual class: activators. actives 2.8% (n = 320,000). Huh7 Rab9 promoter-luciferase reporter, luminescence, 24 h; also: potency is read from the fitted curve at half-maximal effect; % of control where 0% means no effect; nearly all actives have a fitted effect of over 60% in size
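Huh7 cells stably carrying a Rab9 promoter-luciferase reporter, 1500 cells per well in OP-MEM I with 10% FBS, treated with compound 24 hours at 37C. Luciferase activity read by luminescence after 10 minutes with Amplite reagent.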
Active calls of the source: *; ? = inconclusive; . = no result given; [ ] = dose if it differs, or a comment. Unless noted, calls follow the shape of the dose curve; as a rule, active = well fitted curve in the direction sought with a large enough effect; inconclusive = small, poorly fitted or top-dose-only effect, or another doubt; inactive = no such curve, though single readings can be large; an effect the other way counts as inactive or inconclusive.

Each structure is followed by: Tb PFK inh | ELG1 repair inh | NPC1 promoter act | Gal4-VP16 FLuc | BRCA1 expr act | TRPV1 ag | FLuc counter | ELG1 genotoxic | p53 reactivator | RORgamma inh | Rab9 promoter act
COc1cccc(C(=O)NNC(=O)C2CCCO2)c1 (centres undefined)
    4% | 8% | 0% | 0% | 0% | 0 | -3% | 3% | 3% | 2% | -1%
O=C(Nc1nnc(C2CC2)s1)c1cc(Cl)sc1Cl
    -1% | ? | 25% | ? | ? | -3 | ? | ? | 22% | 11µM* | 16%
COc1ccc(S(=O)(=O)N2CCN(C(=O)c3ccc(NC(C)=O)cc3)CC2)cc1
    -13% | -3% | -2% | . | 11% | 1 | 8% | 3% | -5% | . | 3%
Cc1ccc(C(=O)OC2OC(=O)C(Cl)=C2N2CCOCC2)cc1 (centres undefined)
    1% | -8% | 2% | -4% | -6% | -1 | 4% | -1% | 0% | -20% | -6%
CCCN1C(=O)/C(=C\C=C2/Sc3ccccc3N2CCO)SC1=S
    -1% | -10% | -11% | -6% | 1% | 6 | -21% | 7% | -5% | 15% | -5%
CCCc1cc(C(=O)OC)c(NC(=O)c2cc(C)on2)s1
    -5% | ? | 0% | -11% | -1% | ? | -1% | 1% | -19% | -2% | 0%
CN(C)S(=O)(=O)c1ccc(C(=O)OCC2CC2(Cl)Cl)cc1 (centres undefined)
    -19% | 10% | -1% | 5% | 1% | 3 | -5% | -3% | -1% | 25% | 11%
Cc1onc(-c2ccccc2Cl)c1C(=O)N1CCN(c2ccccc2)CC1
    0% | -15% | -3% | 5% | -76% | 8 | -1% | -3% | -13% | -6% | -8%
CCCN(CCC)S(=O)(=O)c1ccc(NS(C)(=O)=O)cc1
    -7% | 14% | -6% | 4% | -36% | 5 | 0% | 0% | -5% | -8% | -4%
O=c1c2ccccc2nc(-c2ccco2)n1/N=C/c1ccccc1O
    3% | -7% | 2% | -17% | 20% | 24 | -16% | -7% | 4% | 6% | -5%
Cc1cc(C(=O)NC(C)C2CCCO2)c(C)o1 (centres undefined)
    -1% | -2% | -8% | 14% | -5% | 1 | 0% | 5% | 9% | -7% | 3%
CCOCCCn1c(SCC(=O)Nc2ccc(OC)cc2)nc2ccccc2c1=O
    -7% | ? | -7% | 5% | -1% | 27 | 8% | -3% | . | 23% | -3%
COc1ccccc1NC(=O)CSc1nn2c(=O)c(C)nnc2s1
    0% | -13% | 2% | -6% | 4% | -1 | 0% | 9% | 4% | -22% | 4%
CC(=O)N1CCc2ccccc2C1CC(=O)O (centres undefined)
    -3% | 3% | -2% | 0% | -2% | -1 | 0% | 4% | -3% | 14% | -9%
CCOc1cc(C(=O)NC(C)Cc2cccs2)cc(OCC)c1OCC (centres undefined)
    1% | ? | -3% | 11% | 2% | ? | -16% | -10% | 1% | 0% | -1%
O=S(=O)(NCc1ccc(Cl)cc1)c1ccc(Cl)nc1
    0% | 23% | -5% | -4% | 6% | 0 | 5% | -1% | 7% | 6% | 0%
CCOC(=O)c1cc2c(ccn2C)n1CC(=O)N1CCC(C)CC1
    2% | 2% | 2% | 0% | 34% | 5 | 2% | 0% | -4% | -30% | -4%
Cc1ccc(C(=O)N2CCN(S(=O)(=O)c3ccccc3)CC2)cc1
    3% | -2% | -1% | 0% | 11% | 0 | 3% | -3% | 15% | 1% | -1%
c1ccc(CSc2n[nH]c(-c3ccco3)n2)cc1
    -4% | ? | 21% | -27% | 11µM* | 3 | 0%[2.3 µM] | ? | ? | 43% | ?
COc1ccc(-c2cc(C(=O)NCC3CCCO3)c3cc(C)ccc3n2)cc1 (centres undefined)
    4% | -29% | 16% | ? | 121% | 13 | 2.1µM* | 3% | 12% | 1% | 21%
Cc1cccc(N2C(=O)C3C4CC(C(Br)C4Br)C3C2=O)n1 (centres undefined)
    14% | 15% | 0% | 2% | 15% | -6 | 1% | 2% | -5% | 9% | 5%
CCOc1ccc(C(=O)Nc2c(C(N)=O)oc3ccccc23)cc1
    1% | ? | 14% | -5% | -52% | 1 | 11µM* | 1% | -4% | ? | 17%
O=C(Cn1ncc(N2CCOCC2)c(Br)c1=O)c1ccc(Cl)cc1
    -5% | 0% | 16% | 0%[10 µM] | 75% | 14 | -19% | 10% | 3% | ? | -1%
CCc1nnc(NC(=O)c2ccc(S(=O)(=O)N3CCCC(C)C3)cc2)o1 (centres undefined)
    1% | -7% | -2% | 0.63µM* | -22% | -2 | -1% | -12% | -10% | 0.22µM* | 1%
COC(=O)C1=C(N)Oc2cc(C)[nH]c(=O)c2C1c1ccncc1 (centres undefined)
    0% | 11% | 6% | 12% | -20% | -4 | 0% | 2% | -2% | -2% | 10%
Cc1ccc2c(CSc3nnc(N)s3)cc(=O)oc2c1
    0% | ? | 20% | -3% | 34% | 3 | ? | ? | 21% | 10% | 25%
Cc1ccc(NC(=O)CSc2nc(N)c3cc4c(nc3n2)CCCC4)cc1
    0% | 9% | 17% | -10% | 17% | 1 | 2.1µM* | 1% | 15% | ? | 15%
CSc1nc2ccc(NC(=O)c3ccc(=O)n(C)n3)cc2s1
    -1% | ? | 28% | 26% | 72% | 17 | 17µM* | 22% | 2% | -16% | ?
c1ccc(CC2CCN(c3ncnc4sccc34)CC2)cc1
    1% | 1.6µM* | -37%[inhibitor] | 4µM* | -3% | 25 | -14% | -5% | -1% | 10µM* | -29%
Cc1nnc(N/N=C/c2c(Cl)cccc2Cl)n1N
    -3% | 0% | -5% | ? | 1% | -1 | 6% | 0% | -6% | ? | 2%

Continued:
Each structure is followed by: Tb PFK inh | ELG1 repair inh | NPC1 promoter act | Gal4-VP16 FLuc | BRCA1 expr act | TRPV1 ag | FLuc counter | ELG1 genotoxic | p53 reactivator | RORgamma inh | Rab9 promoter act
O=C(Cc1cccs1)N1CCN(c2cccc(Cl)c2)CC1
    7% | ? | -2% | 8% | 1% | 2 | -10% | 12% | 4% | -6% | 1%
COC(=O)[C@]1(C)N[C@H](c2ccc(-c3ccc(F)cc3)cc2)[C@@H]2C(=O)N(C)C(=O)[C@@H]21
    -5% | 1% | -1% | . | -9% | -5 | -15% | 0% | -6% | . | -5%
Cc1c(CCC(=O)O)c(=O)oc2cc(OCc3cccc(F)c3)ccc12
    2% | 6% | 0% | 1% | 32% | 5 | ? | 2% | 11% | 17% | 2%
COc1ccc(CCN2CC(C(=O)NCC(=O)Nc3ccc(F)c(F)c3)CC2=O)cc1OC (centres undefined)
    -18% | 0% | 4% | . | -7% | -1 | 0% | 2% | -8% | . | -4%
COC(=O)c1sc2ncn(CC(=O)NCCc3ccc(OC)c(OC)c3)c(=O)c2c1C
    -8% | ? | -5% | 0% | 12% | -2 | 1% | 1% | -1% | -12% | -5%
COc1cccc(C2C(C#N)=C(N)N(c3ncn[nH]3)C3=C2C(=O)CCC3)c1 (centres undefined)
    0% | -3% | -4% | -12% | 1% | -4 | 2% | 3% | 6% | 15% | 3%

Part of the list above, with bars between the fields:
canonical_smiles | Tb PFK inh | ELG1 repair inh | NPC1 promoter act | Gal4-VP16 FLuc | BRCA1 expr act | TRPV1 ag | FLuc counter | ELG1 genotoxic | p53 reactivator | RORgamma inh | Rab9 promoter act
O=C(Cc1cccs1)N1CCN(c2cccc(Cl)c2)CC1 | 7% | ? | -2% | 8% | 1% | 2 | -10% | 12% | 4% | -6% | 1%
COC(=O)[C@]1(C)N[C@H](c2ccc(-c3ccc(F)cc3)cc2)[C@@H]2C(=O)N(C)C(=O)[C@@H]21 | -5% | 1% | -1% | . | -9% | -5 | -15% | 0% | -6% | . | -5%
Cc1c(CCC(=O)O)c(=O)oc2cc(OCc3cccc(F)c3)ccc12 | 2% | 6% | 0% | 1% | 32% | 5 | ? | 2% | 11% | 17% | 2%
COc1ccc(CCN2CC(C(=O)NCC(=O)Nc3ccc(F)c(F)c3)CC2=O)cc1OC (centres undefined) | -18% | 0% | 4% | . | -7% | -1 | 0% | 2% | -8% | . | -4%
COC(=O)c1sc2ncn(CC(=O)NCCc3ccc(OC)c(OC)c3)c(=O)c2c1C | -8% | ? | -5% | 0% | 12% | -2 | 1% | 1% | -1% | -12% | -5%

Bioassay records deposited in PubChem by National Center for Advancing Translational Sciences (NCATS).
